JMJD2A Tudor – blocks the human JMJD2A Tudor domain. O75164. AlphaScreen JMJD2A-Tudor / H3K4me3 peptide binding. Potency, µM (titrated, usually from 114 µM), inactives show at the top dose activity change, negative = inhibition, usual class: inhibitors. actives 4.4% (n = 390,000); note: potency is the fitted concentration of half-maximal effect; % is set by controls: 0 for no effect and ±100 for the full control effect; nearly all actives have a fitted effect of over 50% in size
Pin1 inhibitor – inhibitors of human Pin1; Q13526; Pin1 FP peptide displacement, HiFluor488, 10 min; Potency, µM (doses to about 115 µM), for the others: at the top dose activity, negative = inhibition, hits mostly inhibitors; actives 0.009% (n = 390,000); AID 504891; active = well fitted inhibition curve with a large enough effect in the polarisation, with a control signal flat, not every such curve was filed as active; inconclusive = small, poorly fitted or top-dose-only effect, or effect the other way, or a change in a side signal; inactive = no such curve, though single readings can be large or run the other way; the % refers to the polarisation; note: potency is the fitted concentration of half-maximal effect; % is set by controls: 0 for no effect and ±100 for the full control effect
Target sequence (Q13526 whole entry, looked up): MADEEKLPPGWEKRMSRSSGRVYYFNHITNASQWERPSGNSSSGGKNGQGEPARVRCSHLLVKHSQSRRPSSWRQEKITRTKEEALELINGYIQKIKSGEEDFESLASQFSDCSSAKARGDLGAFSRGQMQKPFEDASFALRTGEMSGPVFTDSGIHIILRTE
G9a inh – G9a (human) methyltransferase inhibition. Q96KQ7. actives 8.8% (n = 350,000). Potency, µM (titrated, usually from 102 µM), without a hit: at the top dose activity, negative = inhibition, hits mostly inhibitors. G9a H3K9 monomethylation, AlphaScreen, 2 h; note: potency is the fitted concentration of half-maximal effect; % is set by controls: 0 for no effect and ±100 for the full control effect; nearly all actives have a fitted effect of over 75% in size
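Chemiluminescent proximity detection of H3K9 monomethylation, read after 10 min bead incubation in the dark. Reaction: 20 nM G9a, 500 nM biotin-H3K9 peptide, 20 uM SAM cofactor, 2 h, room temperature, following 15 min enzyme-compound preincubation.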
GLS inhibitor – blocks human kidney-isoform glutaminase activity. Potency, µM (series often up to 45.5 µM), for the others: at the top dose activity change, negative = inhibition, actives largely listed as inhibitors. GLS enzymatic activity, qHTS titration. actives 0.21% (n = 410,000). AID 624170; note: potency is the fitted concentration of half-maximal effect; % is set by controls: 0 for no effect and ±100 for the full control effect
Target sequence (O94925 whole entry, looked up, canonical isoform): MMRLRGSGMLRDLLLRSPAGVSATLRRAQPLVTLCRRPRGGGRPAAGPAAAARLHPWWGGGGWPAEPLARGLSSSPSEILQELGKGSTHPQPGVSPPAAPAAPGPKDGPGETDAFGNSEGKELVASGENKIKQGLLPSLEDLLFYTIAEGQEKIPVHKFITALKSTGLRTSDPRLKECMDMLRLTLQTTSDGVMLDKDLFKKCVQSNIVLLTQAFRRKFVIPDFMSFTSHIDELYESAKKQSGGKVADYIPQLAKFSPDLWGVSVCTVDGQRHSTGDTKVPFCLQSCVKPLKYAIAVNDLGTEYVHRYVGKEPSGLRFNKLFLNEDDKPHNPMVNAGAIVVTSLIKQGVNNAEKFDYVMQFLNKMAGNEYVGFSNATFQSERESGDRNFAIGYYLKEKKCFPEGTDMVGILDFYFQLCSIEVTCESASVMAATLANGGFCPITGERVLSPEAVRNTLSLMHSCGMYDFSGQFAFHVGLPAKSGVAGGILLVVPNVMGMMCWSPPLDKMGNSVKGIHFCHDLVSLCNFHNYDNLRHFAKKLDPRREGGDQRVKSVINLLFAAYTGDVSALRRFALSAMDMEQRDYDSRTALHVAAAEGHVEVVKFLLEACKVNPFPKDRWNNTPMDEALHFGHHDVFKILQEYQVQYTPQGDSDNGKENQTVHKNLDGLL
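Compounds were pin-transferred onto hKGA, after which L-glutamine (1 mM solution) and a detection mix of glutamate oxidase, HRP and Amplex Red were added. Initial and 30 min RT fluorescence reads were collected.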
Tb PGK inh – inhibitors of T. brucei phosphoglycerate kinase | P07378 | PGK/GAPDH coupled, Kinase-Glo luminescence, 60 min | Potency, µM (titrated, usually from 57.5 µM), for inactives: at the top dose activity change, negative = inhibition, most hits filed as inhibitors | actives 0.043% (n = 380,000) | AID 602233; note: potency is the fitted concentration of half-maximal effect; % is set by controls: 0 for no effect and ±100 for the full control effect; nearly all actives have a fitted effect of over 60% in size
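Recombinant glycosomal PGK reaction used 1,3-bisphosphoglycerate generated in-well by GAPDH (100nM final) in 100mM TEA pH 7.6, 5mM MgCl2, 0.01% Tween-20. After 60 minutes at room temperature, ATP was read by Kinase-Glo Plus luminescence end-point.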
BAZ2B block – BAZ2B (human) inhibition; Potency, µM (doses to about 114 µM), without a hit: at the top dose activity change, negative = inhibition, usual class: inhibitors; actives 4.4% (n = 360,000); AlphaScreen BAZ2B-H3K14Ac peptide displacement; Q9UIF8; AID 504333; note: potency is the fitted concentration of half-maximal effect; % is set by controls: 0 for no effect and ±100 for the full control effect; nearly all actives have a fitted effect of over 60% in size
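Inhibition is scored as reduced AlphaScreen emission. The BAZ2B/b-H3(5-23)K14Ac complex (50 nM each) in PBS pH 7.4, 0.01% Tween-20 meets compound (up to 110 uM) for 30 min at RT before bead addition.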
POLH inh – DNA polymerase eta (human) inhibition; Q9Y253; recombinant Pol eta, fluorescent DNA replication assay; Potency, µM (highest dose often 114 µM), inactives show at the highest dose activity change, negative = inhibition, actives largely listed as inhibitors; actives 1.2% (n = 390,000); AID 588591; note: potency is the fitted concentration of half-maximal effect; % is set by controls: 0 for no effect and ±100 for the full control effect
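Pol eta at 10 nM preincubated with compounds 15 min at room temperature; reaction started with fluorescent substrate (50 nM final) and read kinetically at 0 and 10 min.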
PI4K2A inh – blocks human PI4K2A kinase activity; purified PI4K2A, ADP-Glo luminescence, 1 h; active compounds read low; activity change, negative = inhibition, % at 76.9 µM; actives 0.13% (n = 420,000); Q9BTU6; AID 1346378; in the data active = activity change below about -50%; inconclusive = mostly about -30% to -49%;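 note: -100% = wells without enzyme as full effect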
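Compounds are screened against recombinant PI4K2A using PI as substrate and ATP, the latter dispensed at 300 microM. Reactions run one hour at ambient temperature before ADP-Glo detection; full inhibition defined by wells lacking enzyme.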
HP1b binding inh – inhibitors of HP1-beta chromodomain binding to methylated histone tails. AlphaScreen HP1-beta / biotin-H3K9me3 peptide binding. Potency, µM (top dose mostly 114 µM), inactives show top-dose activity change, negative = inhibition, actives largely listed as inhibitors. actives 0.56% (n = 390,000); note: potency is the fitted concentration of half-maximal effect; nearly all actives have a fitted effect of over 70% in size; inactives centre near 23
Target sequence (P83916 whole entry, looked up): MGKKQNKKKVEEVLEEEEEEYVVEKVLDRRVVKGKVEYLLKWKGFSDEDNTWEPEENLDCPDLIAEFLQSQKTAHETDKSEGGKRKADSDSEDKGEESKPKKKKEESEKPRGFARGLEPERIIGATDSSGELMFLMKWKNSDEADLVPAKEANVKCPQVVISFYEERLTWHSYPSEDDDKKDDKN
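AlphaScreen: HP1-beta (50 nM) preformed 30 min with biotin-H3(1-18)K9me3 peptide (50 nM) in PBS pH 7.4, 0.01% Tween-20. Compound added for 30 min at RT, then streptavidin donor/nickel chelate acceptor beads (10 ug/mL) for 30 min.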
* marks the source's active call; other numbers are inactive results; i = inactive; ? = inconclusive; nt = no result given; [ ] = another dose, or the depositor's remark. Unless noted, calls come from the whole dose curve; as a rule, active = well fitted curve in the direction sought with a large enough effect; inconclusive = small, poorly fitted or top-dose-only effect, or another doubt; inactive = no such curve, though single readings can be large; an effect the other way counts as inactive or inconclusive. A portion of the library (hit frequency here may not be typical).

Values run as follows: JMJD2A Tudor | Pin1 inhibitor | G9a inh | GLS inhibitor | Tb PGK inh | BAZ2B block | POLH inh | PI4K2A inh | HP1b binding inh
CC(C)OC(=O)CSc1nnc(CNc2nc(-c3ccccc3)cs2)n1C
→ -25% | 2% | 45µM* | 1% | 1% | ? | -18% | 0 | -19%
O=C(Nc1ccc(Br)cc1)c1cc([N+](=O)[O-])cc([N+](=O)[O-])c1
→ -20% | 6% | nt | -13% | 7% | -36% | -6% | 2 | 10%
Cc1ccc(CSc2nc3c(c(SCC(=O)O)n2)CCCC3)cc1
→ -7% | -4% | -7% | 0% | -3% | -37% | -19% | 3 | 26%
COc1ccc(Cc2nc3ccc(C(=O)NCC(C)(C)OC)cc3o2)cc1
→ -5% | 0% | nt | 0% | -7% | 2% | -20% | -2 | 35%
Cc1ccn2c(=O)cc(CSc3nnc(C)s3)nc2c1
→ 5% | 1% | 6%[59 µM] | -13% | -1% | 4% | -20% | -10 | 21%[57 µM]
C#CCOCCOCCOCCNc1nc(N2CCN(C(=O)[C@H](Cc3cc4ccccc4[nH]3)n3cc([C@@H](N)C(C)CC)nn3)CC2)nc(N2CCN(C(=O)[C@H](CCCCN)n3cc([C@@H](N)CC(C)C)nn3)CC2)n1 (some centres undefined)
→ 45µM* | 7% | -5%[12.7 µM] | 18% | 9% | 35µM* | -16% | -1 | -4%
Cc1cccc(-c2noc(CCCC(=O)Nc3cccnc3)n2)c1
→ -19% | -5% | -19%[0.0925 µM] | 5% | -6% | 11% | -17% | 1 | 20%
CCN1CCN(S(=O)(=O)c2ccc(OC)c(NC(=O)c3ccccc3)c2)CC1
→ 0% | 0% | -7% | -3% | -10% | -12% | -15% | -5 | 9%
CCC(=O)Nc1nc2ccc(S(C)(=O)=O)cc2s1
→ 15% | 2% | -11%[59 µM] | -6% | 1% | 4% | -8% | -7 | 58%[activator]
Cc1ccc(OCCC(=O)O)cc1
→ -29% | -4% | ? | 0% | -15% | ? | 56µM* | -6 | -13%
Cc1cccc(C)c1NC(=O)Cn1c(=O)n(Cc2ccco2)c(=O)c2ccc(C(=O)NC3CCCC3)cc21
→ -12% | 1% | -1%[59 µM] | 4% | -2% | nt | -4% | 2 | 10%
Cc1ccc(S(=O)(=O)/N=C2/NC(=O)/C(=C\c3ccccc3)S2)cc1
→ -30% | -22% | nt | 3% | -6% | nt | ? | -3 | -5%
COc1ccccc1OCCNC(=O)C(CCSC)NS(=O)(=O)c1ccccc1F (centres undefined)
→ -21% | 2% | -24% | 1% | 2% | -11% | -3% | -4 | 10%
Cc1cccc(C2=NN(c3ccccc3)[C@@H](C(=O)N3CCOC3=O)[C@@H]2c2ccccc2)c1
→ 28% | ? | 42%[59 µM] | -10% | -5% | nt | -22% | 2 | 91%[activator]
Cc1onc(-c2c(F)cccc2Cl)c1C(=O)NC1=NCCS1
→ -6% | 0% | 9%[12.7 µM] | -1% | 10% | -20% | -12% | 7 | 14%
COc1ccc(-n2nc(C(=O)N3CCN(c4cccc(C)c4C)CC3)c3c4ccccc4n(C)c3c2=O)cc1Cl
→ -15% | -3% | -5%[59 µM] | 3% | -3% | nt | -4% | 0 | 21%
O=C(CN(C1CCCCC1)S(=O)(=O)c1ccc(Br)cc1)NCc1ccncc1
→ -20% | 1% | 12% | 1% | -5% | -21% | -10% | -2 | 30%
O=C(Cn1[nH]c(=O)c2ccccc2c1=O)NC1CCCCCC1
→ -17% | -4% | -30%[59 µM] | 1% | 9% | 10% | -9% | -4 | 34%
Cc1ccc(NC(=O)c2ccc3c(=O)n4c(nc3c2)CCCCC4)nc1
→ -9% | 3% | -2% | 8% | -2% | 5% | -1% | -6 | 9%
Cc1ccc(CC(=O)NC2CCN(Cc3ccccc3)CC2)cc1
→ -12% | -6% | 33% | -5% | -7% | -15% | 7% | -1 | 39%[activator]
CCOc1ccc(C(=O)c2oc3ccccc3c2NC(=O)Cc2coc3ccc(CC)cc23)cc1
→ 40%[activator] | -1% | 15%[59 µM] | -7% | -8% | 5% | -27% | 2 | 80%[activator]
CCOC(=O)C1(Cc2ccccc2C)CCCN(C(=O)COC)C1 (centres undefined)
→ -2% | -9% | nt | 0% | -1% | 3% | 2% | -4 | 38%
CCOC(=O)c1c(N)nn(C(=O)C(C)C)c1-c1ccc(OC)cc1
→ 32%[activator] | 24% | 3%[59 µM] | 1% | i | 23% | -12% | 5 | 98%[activator]
CC(C)c1nc(CNC(=O)C2CCC(=O)N(Cc3ccc(Cl)cc3)C2)no1 (centres undefined)
→ -6% | -10% | 17%[0.0925 µM] | 0% | -1% | -8% | 8% | -1 | 40%[activator]
Nc1c(C(=O)NCCc2ccccc2)nnn1Cc1ccc(Br)cc1F
→ 6% | 4% | 23%[59 µM] | 0% | -8% | 0% | -23% | 2 | 20%
Cc1ccc2nc3c(cc2c1)c(C)nn3-c1ccccc1
→ 476%[activator] | 6% | nt | -4% | i | 416%[activator] | -18% | 0 | nt
COc1ccc(C(=O)c2cn[nH]c2-c2cc(Cl)ccc2O)cc1
→ -18% | -8% | 31% | 21% | -2% | 0% | -8% | -2 | 19%
N/C(=N\OC(=O)c1ccccc1[N+](=O)[O-])c1cccnc1
→ -9% | -5% | ? | 1% | 3% | 11% | -27% | -1 | 38%
COc1ccc(NS(=O)(=O)c2ccc(NC(=O)c3ccc(Br)cc3)cc2)nn1
→ -15% | -3% | 1% | -8% | 3% | -14% | -18% | 5 | 23%
COc1ccc(CCNC(=O)CSc2nc(=O)[nH]c3c2CCC3)cc1OC
→ -15% | 1% | 11% | 2% | -9% | -5% | -12% | 0 | -2%

Some of the entries so far, as tab-separated lines.
SMILES	JMJD2A Tudor	Pin1 inhibitor	G9a inh	GLS inhibitor	Tb PGK inh	BAZ2B block	POLH inh	PI4K2A inh	HP1b binding inh
Cc1ccc(NC(=O)c2ccc3c(=O)n4c(nc3c2)CCCCC4)nc1	-9%	3%	-2%	8%	-2%	5%	-1%	-6	9%
Cc1ccc(CC(=O)NC2CCN(Cc3ccccc3)CC2)cc1	-12%	-6%	33%	-5%	-7%	-15%	7%	-1	39%[activator]

Reprinted at random: four entries already listed.
Values run as follows: JMJD2A Tudor | Pin1 inhibitor | G9a inh | GLS inhibitor | Tb PGK inh | BAZ2B block | POLH inh | PI4K2A inh | HP1b binding inh
Nc1c(C(=O)NCCc2ccccc2)nnn1Cc1ccc(Br)cc1F
→ 6% | 4% | 23%[59 µM] | 0% | -8% | 0% | -23% | 2 | 20%
COc1ccc(CCNC(=O)CSc2nc(=O)[nH]c3c2CCC3)cc1OC
→ -15% | 1% | 11% | 2% | -9% | -5% | -12% | 0 | -2%
Cc1cccc(-c2noc(CCCC(=O)Nc3cccnc3)n2)c1
→ -19% | -5% | -19%[0.0925 µM] | 5% | -6% | 11% | -17% | 1 | 20%
N/C(=N\OC(=O)c1ccccc1[N+](=O)[O-])c1cccnc1
→ -9% | -5% | ? | 1% | 3% | 11% | -27% | -1 | 38%

Following part
Values run as follows: JMJD2A Tudor | Pin1 inhibitor | G9a inh | GLS inhibitor | Tb PGK inh | BAZ2B block | POLH inh | PI4K2A inh | HP1b binding inh
Cc1ccc(S(=O)(=O)N(C)C)cc1NC(=O)C(C)Sc1ccccc1 (centres undefined)
→ -6% | 1% | 4% | -3% | -6% | ? | -26% | -2 | 34%
NS(=O)(=O)c1ccc(NC(=O)COC(=O)c2cc(Cl)ccc2[N+](=O)[O-])cc1
→ -14% | 3% | -5%[59 µM] | 0% | -4% | -15% | 0% | 2 | 8%
Cc1ccc(C(=O)/C=C/c2cn(CC(O)CN3CCCCCC3)c3ccccc23)cc1 (centres undefined)
→ 50µM* | ? | ? | 2% | 10% | ? | -13% | 2 | -21%
Nc1c(C(=O)Nc2ccccc2Cl)nnn1-c1ccc2c(c1)OCCO2
→ 1% | 7% | 19% | -1% | 0% | -18% | -21% | 4 | 32%
O=C(CN1CCOCC1)Nc1ccc(OCc2ccccc2)cc1
→ -19% | 1% | -12%[59 µM] | 1% | -2% | -16% | 9% | 2 | 19%
N#CCC(=O)Nc1cc(C(F)(F)F)ccc1N1CCOCC1
→ -7% | -1% | 25%[12.7 µM] | -15% | -1% | 0% | -11% | 0 | 18%
CCN(C(=O)c1cc2c(=O)n3ccccc3nc2s1)C1CCCCC1
→ 60%[activator] | 6% | 74%[activator] | -23% | 6% | 27% | -17% | 2 | 115%[activator]
O=C(CCCOc1ccc(Cl)cc1Cl)N/N=C/c1ccccc1
→ -7% | 4% | ? | -8% | 2% | -7% | -18% | 5 | 38%
CCCNC(=O)c1ccc(C2SCC(=O)N2Cc2ccccc2)cc1 (centres undefined)
→ -8% | -9% | -2% | 2% | -4% | 1% | -21% | 2 | 53%[activator]
Cc1cc(-c2c(C)[nH]n(-c3ccc(Cl)cc3)c2=O)n(-c2ccc(Cl)cc2)n1
→ -29% | -1% | ? | -10% | -5% | ? | -6% | -5 | 14%
COc1ccccc1C1CC(c2ccccc2)=NN1C(=S)Nc1ccccc1 (centres undefined)
→ -30% | 47%[activator] | 20% | -12% | -10% | nt | -19% | 5 | -3%
Cc1cc(Cl)ccc1OCC(=O)OCC(=O)Nc1ccc(Cl)cn1
→ nt | nt | nt | -3% | i | nt | -7% | -1 | nt

From PubChem BioAssay
